Screening data (PubChem BioAssay)
aSyn tox rescue: qHTS of alpha-syn Inhibitors: NCGC Sytravon Library Screen. Potency, µM (series often up to 46.1 µM), inactives show at the top dose growth rescue (activation), most hits filed as activators. AID 1347070, 2019. hit rate 0.02% among 94,000. S. cerevisiae alpha-synuclein toxicity rescue, BacTiter-Glo growth, 24 h; active = well fitted activation curve with a large enough effect; inconclusive = small, poorly fitted or top-dose-only effect; also: 0% is about no effect
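Growth restoration measured by BacTiter-Glo luminescence after 24 hr at 30 deg C; alpha-synuclein yeast, raffinose-pregrown to mid-log, were added at OD600=0.02 in galactose medium onto pinned compounds.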
* = called active by the depositor; ? = inconclusive; & = joins results of further samples; [ ] = another dose, or the depositor's remark. Potency is read from the fitted curve at half-maximal effect.

Molecule	aSyn tox rescue
CCC(SC1=N/C(=C/c2ccccc2)C(=O)N1c1ccccc1)C(=O)Nc1cc(C)on1 (stereo not given)	-7%
CCOC(=O)c1c(NC(=O)C(C)Sc2cn(CCNC(=O)c3ccc(OC)cc3)c3ccccc23)sc2c1CCC2 (stereo not given)	1%
CCOC(=O)c1ccc(N2C(=O)c3[nH]nc(-c4ccc(OC)cc4)c3C2c2ccccc2Cl)cc1 (stereo not given)	3%
O=C(NNC(=S)Nc1ccc(F)cc1)C1[C@H]2CCCC[C@@H]12 (stereo not given in full)	-8%
Cc1nn(C)cc1CN(C)C(=O)c1cc(-c2ccccc2)nc2ccc(Br)cc12	-11%
Cc1ccc(S(=O)(=O)N2CCOCC2)cc1C(=O)OCc1nnc(-c2ccccc2)o1	6%
C=CCn1c(SC(C)C(N)=O)nc2sc(CC)cc2c1=O (stereo not given)	4%
COc1ccccc1N1CCN(S(=O)(=O)CCNC(=O)CC2CCCC2)CC1	10%
Cc1cccc(OCCSc2nc3ccccc3n2CC(=O)N2CCOCC2)c1C	3%
O=C(C1CC1)N1CCN(Cc2ccccc2)CC1	5%
Cc1ccc(-n2nc3c(=O)n(CCCC(=O)NCc4ccccc4C)nc(C)c3c2C)cc1	-1%
COc1cccc(S(=O)(=O)N(C)C[C@@H]2OCc3cnnn3CCCC(=O)N([C@@H](C)CO)C[C@H]2C)c1	15%
O=C(C1CCCN1S(=O)(=O)c1cccc2nsnc12)N1CCCCC1 (stereo not given)	0%
COc1cc(NC(=O)CCc2c(C)[nH]c(=O)c(C#N)c2C)cc(OC)c1	7%
O=C(NN=Cc1ccccc1Cl)c1ccccc1	-15%
Clc1cccc(CSc2nc(NCCc3ccccc3)c3ccccc3n2)c1	-47%[inhibitor]
O=S(=O)(NCC(c1ccco1)N1CCOCC1)c1ccc(Cl)cc1 (stereo not given)	-10%
COc1ccccc1CCNC(=O)Cc1cccs1	11%
COCCNC(=S)N1CCN(c2cccc(C(F)(F)F)c2)CC1	-3%
COc1cccc(NC(=O)Cn2c(=O)n(-c3ccc(CC(=O)NCC4CCCO4)cc3)c(=O)c3ccccc32)c1 (stereo not given)	-5%
COc1ccc(NC(=O)CCNS(=O)(=O)c2cccc3nsnc23)cc1OC	-8%&3%
CC(NC(=O)c1ccccc1)C(=O)N/N=C/c1ccccc1 (stereo not given)	-7%
COc1ccc(C)cc1NC(=O)C1CCCN(S(=O)(=O)c2cccc3cccnc23)C1 (stereo not given)	-1%
O=c1cc(O)c2sc(Nc3ccc(Cl)c(F)c3)nc2[nH]1	1%
COCCNC(=O)C1CCN(c2nc3ccccc3nc2C(F)(F)F)CC1	?
CC1CCN(C(=O)c2cc(-c3ccc(Cl)cc3)on2)CC1	-6%
COc1ccccc1CNC(=O)c1cc(C)nc2ccccc12	-5%
CCN(CC)C(=O)C1=C(C)N(CCCOC)C(=O)C(CC(=O)NCCCN(C)C)C1 (stereo not given)	1%
COc1ccc(C(=O)N2C(=O)c3ccc(N)cc3C2=O)cc1	-9%
CCc1ccc(NC(=O)CSc2nc(NS(=O)(=O)c3ccccc3)cc(=O)[nH]2)cc1	-2%
C[C@H](CO)N1C[C@H](C)[C@@H](CN(C)CC2CC2)OCc2cnnn2CCCC1=O	-2%
COC(=O)c1cc2sccc2n1CC(=O)Nc1cc(Cl)ccc1OC	3%
Cc1ccc(CNC(=O)CS(=O)(=O)Cc2nc(-c3ccccc3F)oc2C)cc1	1%
Cc1ccc(-c2nc3cnccn3c2Nc2ccc3c(c2)OCO3)o1	3%
CC(=O)N1N=C(c2ccc(Cl)cc2)CC1c1ccco1 (stereo not given)	12%
COc1ccccc1-n1nnnc1SCC(=O)Nc1ccc(C)c(N)c1	-10%
Cc1nn2c(N3CCN(C)CC3)cc(C(C)(C)C)nc2c1-c1ccccc1	-21%
CCCCn1c(SCc2ccccc2C#N)nc2c(sc3ccccc32)c1=O	9%
COc1ccc2nc(N/C(N)=N/C(=S)Nc3ccccc3)nc(C)c2c1	-5%
CC(CNC(=O)CCc1cn(Cc2ccccc2Cl)c2ccccc12)c1ccccc1 (stereo not given)	-4%
CCc1ccccc1NC(=O)COc1ccc2c(c1)OCO2	3%
Cc1oc(-c2ccc(Cl)cc2)nc1Cn1c(=O)cc(C)c2c(C)nn(-c3cccc(F)c3)c21	-13%
CC1Cc2ccccc2N1S(=O)(=O)c1nnc(NC(=O)c2ccccc2)s1 (stereo not given)	-4%
O=C(COC(=O)/C=C/c1ccccc1F)Nc1nnc(-c2ccccc2)o1	8%
CN(C)/C=C(\C#N)C(N)=C(C#N)C#N	1%
COc1ccc2cc(/C(C)=N/NC(=O)c3cc(C)oc3C)ccc2c1	-7%
CCc1ccc(-n2nc(C)c3c(C)cc(=O)n(CC(=O)N(CC)Cc4ccccc4)c32)cc1	4%
CCc1ccc(-c2cc(C(=O)NN3CCOCC3)c3ccccc3n2)s1	1%
Cc1nn(Cc2ccccc2)c(C)c1NC(=O)CCCn1nc([N+](=O)[O-])cc1C	-4%
CCOc1cc(C2c3c(oc4ccccc4c3=O)C(=O)N2Cc2ccc3c(c2)OCO3)ccc1O (stereo not given)	-13%

Following part:
Molecule	aSyn tox rescue
CNCC(=O)Nc1ccc(OC(F)(F)F)cc1	5%
CC(=O)c1cnn(-c2ccc(Cl)cc2)c1C	-10%
Cc1ccc2sc(N3CCN(C(=O)C4COc5ccccc5O4)CC3)nc2c1C (stereo not given)	5%
COc1ccc(C(=O)O)cc1Nc1nc2ccc(C)cc2n2cnnc12	1%
COc1c(Br)cc([N+](=O)[O-])c(OC)c1C(=O)NC(=O)Nc1c(Cl)cccc1Cl	14%
COc1ccccc1Nc1nc2ccc(Cl)cc2nc1-n1nc(C)cc1C	-6%
O=C(CSc1ncc2c(n1)-c1ccc(Cl)cc1N(Cc1ccccc1)S2(=O)=O)Nc1ccccc1C(F)(F)F	-5%
Cc1cc(/C=N/NC(=O)C(O)(c2ccccc2)c2ccccc2)c(C)n1-c1cccc(C(=O)O)c1	-9%
COCCCNC(=O)c1ccc(Cn2c(=O)c3cccn3c3cccnc32)cc1	4%
COc1ccc(NC(=O)C2(S(=O)(=O)c3ccc(C)cc3)CC2)cc1	-10%
CCCOc1ccc(C(=O)CCN2CCN(C(=O)OCC)CC2)cc1	-15%
Cc1cc(F)ccc1S(=O)(=O)Nc1ncnc2scc(-c3ccc(F)cc3)c12	11%
O=C(c1ccc(NC2=NC3CS(=O)(=O)CC3S2)cc1)N1CCN(c2ccccc2F)CC1 (stereo not given)	6%
O=C(CSc1cn(CC(=O)N2CCCCCC2)c2ccccc12)Nc1ccccc1F	2%
CCCCSc1nc2c(c(=O)n1CC)SC(C)C2 (stereo not given)	1%
Cc1cc(/C=N/N2CCN(C)CC2)c(C)n1-c1ccc(Cl)cc1	6%
O=[N+]([O-])c1ccc2nc(SCc3cn4cc(Cl)ccc4n3)[nH]c2c1	-1%
Cc1c(NS(=O)(=O)c2ccc(N3CCN(C)CC3)c([N+](=O)[O-])c2)c(=O)n(-c2ccccc2)n1C	1%
Cc1cccc(C)c1NC(=O)CNC(=O)Cc1ccccc1[N+](=O)[O-]	-2%
Cc1nn(CC(=O)NC2CC2)c(C)c1S(=O)(=O)N(C)C	-7%
CC1CCc2c(sc3nnn(Cc4ccc(F)cc4)c(=O)c23)C1 (stereo not given)	9%
Cc1ccsc1CN(C(=O)COc1ccc(Cl)cc1)C1CCS(=O)(=O)C1 (stereo not given)	2%
COc1cccc(NC(CNS(=O)(=O)c2ccc(Cl)cc2)c2ccccc2)c1 (stereo not given)	-10%
CCC(=O)N1CCc2cc(S(=O)(=O)NC(C(=O)NCCc3ccc(OC)c(OC)c3)C(C)C)ccc21 (stereo not given)	-10%
CCN(CC(=O)NCc1ccc(Cl)cc1)S(=O)(=O)c1ccc(NC(C)=O)cc1	0%
Cc1n[nH]c(C)c1CCCCOc1ccccc1	13%
CCC1CN(CC(=O)NCc2cccc(Br)c2)c2ccccc2S1 (stereo not given)	-4%
O=C(CSc1nc2cc3ccccc3cc2[nH]1)Nc1ccc(F)cc1	-5%
CCOc1nc(N2CCOCC2)nc(N2CCOCC2)n1	8%
CC1CCCC(C)N1C(=O)CSc1nnc(COc2cccc3cccnc23)o1 (stereo not given)	4%

The listing continues.
Molecule,aSyn tox rescue
CCn1c(SCC(=O)c2ccc([N+](=O)[O-])cc2)nnc1-c1ccc(Cl)cc1,3%
O=C(NCc1ccc(F)cc1)c1cccc(NC2=NC3CS(=O)(=O)CC3S2)c1 (stereo not given),1%
COc1ccccc1-n1ccnc(SCC(=O)NC2CCCCC2)c1=O,-38%[inhibitor]
CCOc1ccc(CCNC(=O)c2ccc(-c3nc(COc4ccc(C)cc4)c(C)o3)cc2)cc1,-5%
Cc1nc(SCC(=O)N2CCCC2=O)c2c(C)c(C)sc2n1,12%
O=C(Nc1cccnc1Cl)c1cc(-c2ccc(Cl)cc2)on1,3%
Cc1noc2ncnc(N3CCN(c4ccccc4F)CC3)c12,19%
O=C(COc1ccc(-c2ccccc2)cc1)NNC(=O)NC1CCCCC1,2%
O=S(=O)(c1ccccc1)n1nc(-c2ccc(Cl)cc2)nc1NCc1ccc(F)cc1,-9%
Cc1nn(CC(=O)NCc2ccccn2)c(C)c1[N+](=O)[O-],-1%
N#Cc1c(NC(=O)CS(=O)(=O)c2ccc(Cl)cc2)sc2c1CCCCC2,-11%
Cc1ccc(CN(C(=O)COc2ccc(Cl)cc2Cl)C2CCS(=O)(=O)C2)o1 (stereo not given),0%
CCN(CC)CCNC(=O)c1cn(CC)c2ccc(S(=O)(=O)N3CCc4ccccc4C3)cc2c1=O,-2%
Nc1cccc(S(=O)(=O)c2ccc(N)c(N)c2)c1,9%
O=C(COC(=O)Cn1cnc2ccccc21)Nc1ccc(Br)cc1,-2%
Cc1ccc(CNc2nc3ccccc3n3cnnc23)cc1,7%
CSc1nnc(C(C)(C)C)c(=O)n1/N=C/c1ccc(C(C)C)cc1,5%
CC(C)c1ccccc1NC(=O)CN(c1ccccc1)S(=O)(=O)N(C)C,-1%
C=C(C)c1cccc(C(C)(C)NC(=O)Nc2nnc(C(C)C)s2)c1,9%
COc1cc(NC(=O)CCNC(=O)N2CC(=O)Nc3ccccc32)cc(OC)c1OC,-9%
CS(=O)(=O)c1ccc(Cl)c(NC(=O)COC(=O)c2ccc(-n3cnnn3)cc2)c1,0%
Cc1cn(C)c(CC(=O)Nc2cccc(Cl)c2C)c1C(=O)O,-8%
CCCNC(=O)c1ccc2c(c1)N=C(CCC)c1ccccc1S2,2%
CCOC(=O)c1oc2c(c1C)-c1nn(Cc3c(F)cccc3Cl)cc1CC2,13%
COc1cccc(-n2c(SCC(=O)N3CCCc4ccccc43)nc3c([nH]c4ccccc43)c2=O)c1,5%
Cc1ccc(C(=O)CCC(=O)NN2C(=O)NC3(CCCCC3)C2=O)cc1,-1%
CCOC(=O)c1csc(-c2csc(CCNC(=O)c3ccccc3)n2)n1,0%
CCCOc1ccc(NC(=O)CC2C(=O)N(c3ccc(OC)cc3)C(=O)N2CCc2ccncc2)cc1 (stereo not given),-6%
COc1ccc(NC(=O)N2c3ccccc3C(C)=CC2(C)C)cc1,-12%
NS(=O)(=O)c1ccc(CCNC(=O)CCCCCn2c(=O)[nH]c3ccccc3c2=O)cc1,-8%
O=c1c2cc(Cl)ccc2nc(-c2ccccc2)n1O,?
CCOC(=O)c1cc(S(=O)(=O)N2CCN(c3ccc(C(C)=O)cc3)CC2)[nH]n1,-15%
O=C(NC1CCSc2ccccc21)c1cccc(OC(F)F)c1 (stereo not given),3%
CCOC(=O)c1c(C)oc2cc(Cl)c(O)c(CN(C)C)c12,-1%
CCCN(C(=O)Cc1nc(-c2ccc(OC)cc2)no1)c1ccccc1C,8%
O=C(c1cc(-c2cccs2)on1)N1CCN(c2ccccc2)CC1,15%

Of the compounds above, 16 have two or more sulfur atoms.
Molecule,aSyn tox rescue
CCOC(=O)c1c(NC(=O)C(C)Sc2cn(CCNC(=O)c3ccc(OC)cc3)c3ccccc23)sc2c1CCC2 (stereo not given),1%
C=CCn1c(SC(C)C(N)=O)nc2sc(CC)cc2c1=O (stereo not given),4%
O=C(C1CCCN1S(=O)(=O)c1cccc2nsnc12)N1CCCCC1 (stereo not given),0%
COc1ccc(NC(=O)CCNS(=O)(=O)c2cccc3nsnc23)cc1OC,-8%&3%
CCc1ccc(NC(=O)CSc2nc(NS(=O)(=O)c3ccccc3)cc(=O)[nH]2)cc1,-2%
CCCCn1c(SCc2ccccc2C#N)nc2c(sc3ccccc32)c1=O,9%
CC1Cc2ccccc2N1S(=O)(=O)c1nnc(NC(=O)c2ccccc2)s1 (stereo not given),-4%
O=C(CSc1ncc2c(n1)-c1ccc(Cl)cc1N(Cc1ccccc1)S2(=O)=O)Nc1ccccc1C(F)(F)F,-5%
Cc1cc(F)ccc1S(=O)(=O)Nc1ncnc2scc(-c3ccc(F)cc3)c12,11%
O=C(c1ccc(NC2=NC3CS(=O)(=O)CC3S2)cc1)N1CCN(c2ccccc2F)CC1 (stereo not given),6%
CCCCSc1nc2c(c(=O)n1CC)SC(C)C2 (stereo not given),1%
Cc1ccsc1CN(C(=O)COc1ccc(Cl)cc1)C1CCS(=O)(=O)C1 (stereo not given),2%
O=C(NCc1ccc(F)cc1)c1cccc(NC2=NC3CS(=O)(=O)CC3S2)c1 (stereo not given),1%
Cc1nc(SCC(=O)N2CCCC2=O)c2c(C)c(C)sc2n1,12%
N#Cc1c(NC(=O)CS(=O)(=O)c2ccc(Cl)cc2)sc2c1CCCCC2,-11%
CCOC(=O)c1csc(-c2csc(CCNC(=O)c3ccccc3)n2)n1,0%

The list is partial (hit frequency here may not be typical).
